ATG4B inh – ATG4B protease inhibitors, primary screen, biochemical, fluorescence, uHTS; Cysteine protease ATG4B (Homo sapiens), Q9Y4P1; ATG4B cleavage of LC3-PLA2, NBD-HPC fluorescence, 1 h; inhibition, % at 8.33 µM; 0.51% of 340,000 active; in the data active means inhibition above about 40%
HKDC1 inh – HKDC1 hexokinase inhibitors, primary screen, biochemical, fluorescence, uHTS. Q2TB90. recombinant HKDC1, G6PDH/diaphorase resazurin coupled fluorescence. inhibition, % at 20 µM. 0.16% of 340,000 active. AID 493160, 2011;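 active means inhibition above about 35% when tested at 20 µM, limit read from the data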;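 further: plate controls were DMSO wells with enzyme for no effect and DMSO wells lacking enzyme for full effect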
Target sequence (Q2TB90 whole entry, looked up): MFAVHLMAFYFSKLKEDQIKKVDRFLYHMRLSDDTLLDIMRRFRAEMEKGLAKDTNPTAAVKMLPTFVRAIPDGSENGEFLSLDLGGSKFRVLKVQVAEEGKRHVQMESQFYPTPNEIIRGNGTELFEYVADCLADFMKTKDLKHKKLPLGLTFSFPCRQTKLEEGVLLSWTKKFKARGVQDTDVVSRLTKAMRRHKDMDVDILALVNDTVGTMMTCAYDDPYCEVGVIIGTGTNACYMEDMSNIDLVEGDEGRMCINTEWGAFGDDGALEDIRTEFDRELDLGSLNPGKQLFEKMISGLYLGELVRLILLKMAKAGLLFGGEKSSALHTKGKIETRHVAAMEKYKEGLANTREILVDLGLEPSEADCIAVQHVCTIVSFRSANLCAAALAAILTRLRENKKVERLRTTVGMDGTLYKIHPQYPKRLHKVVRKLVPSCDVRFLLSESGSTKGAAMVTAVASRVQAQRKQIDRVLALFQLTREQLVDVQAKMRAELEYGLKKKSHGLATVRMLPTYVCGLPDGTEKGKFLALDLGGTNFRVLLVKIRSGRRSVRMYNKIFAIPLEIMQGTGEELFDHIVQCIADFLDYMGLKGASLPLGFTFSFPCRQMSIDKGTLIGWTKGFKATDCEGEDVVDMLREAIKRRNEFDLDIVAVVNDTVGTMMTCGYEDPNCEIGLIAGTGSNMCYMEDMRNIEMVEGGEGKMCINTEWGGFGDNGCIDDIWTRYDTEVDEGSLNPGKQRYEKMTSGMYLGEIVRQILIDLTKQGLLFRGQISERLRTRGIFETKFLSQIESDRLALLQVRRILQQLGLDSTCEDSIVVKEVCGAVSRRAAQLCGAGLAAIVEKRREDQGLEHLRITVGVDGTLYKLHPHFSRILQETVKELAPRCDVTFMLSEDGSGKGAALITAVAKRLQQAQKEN
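Incubation: 90 min at room temperature in dark / Material: recombinant HKDC1 (HK5) hexokinase enzyme, produced in-house / Quantity: enzyme 5 µg/mL final / Compound: one dose of 20 µM, 1% DMSO / Reagent: glucose and ATP substrates / Buffer or medium: Tris pH 8.0 buffer with MgCl2, Tween-20, BSA, BME / Technique: resorufin fluorescence at 613 nm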
mIAP activ – activators of mouse IAP, primary screen, biochemical, luminescence, uHTS. intestinal alkaline phosphatase [Mus musculus]. muIAP, CDP-Star luminescence, 30 min; active compounds read high; 1 = vehicle-only enzyme signal, 0 = enzyme-free wells. activation factor at 10 µM. 0.24% of 330,000 active;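 active means activation factor of at least 2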; further: the source names both 10 and 20 µM as test concentration; values of inactives mirror those of a sister screen read the other way
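Assay system: mouse IAP enzyme; reagent: chemiluminescent substrate CDP-Star; dosing: test compounds delivered from DMSO solution; schedule: 30 min at room temperature; measured by: luminescence from enzymatic CDP-Star hydrolysis; controls: DMSO-only wells and no-enzyme negative control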
PfGluPho inh – PfG6PD enzyme inhibitors, primary screen, biochemical, fluorescence intensity, uHTS; glucose-6-phosphate dehydrogenase-6-phosphogluconolactonase (Plasmodium falciparum 3D7); PfGluPho enzyme, NADPH resazurin-diaphorase fluorescence; inhibition, % at 20 µM; 0.78% of 350,000 active; AID 504690, 2011;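 active means inhibition reaching at least a set limit at 20 µM in the primary screen, cut at about 59% in these data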;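 further: 0% = DMSO wells with substrate and 100% = DMSO wells lacking glucose-6-phosphate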
mIAP inh – inhibitors of mouse IAP, primary screen, biochemical, luminescence, uHTS; purified mouse IAP, CDP-Star luminescence, 30 min; inhibition, % at 10 µM; 0.2% of 330,000 active; AID 2806, 2010;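 active means inhibition of at least 40% at 10 µM in the primary screen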;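 further: plate controls were DMSO with enzyme for no effect and no enzyme wells for full effect; values of inactives mirror those of a sister screen read the other way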
hIAP activ – human IAP activators, primary screen, biochemical, luminescence, uHTS; purified human IAP, CDP-Star luminescence, 30 min; active compounds read high; 1 = vehicle-only enzyme, 0 = enzyme-free background; activation factor at 10 µM; 0.16% of 330,000 active;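 active means activation factor of the enzyme at least 2-fold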; further: the source names both 10 and 20 µM as test concentration; values of inactives mirror those of a sister screen read the other way
APOBEC3A inh – APOBEC3A ssDNA deaminase inhibitors, primary screen, selectivity assay for APOBEC3G inhibitor project, biochemical, FAM/TAMRA oligo cleavage fluorescence. recombinant A3A, FAM/TAMRA ssDNA deamination fluorescence. inhibition, % at 20 µM. 0.41% of 330,000 active. AID 493011, 2011;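 active means at least 40% inhibition at 20 µM here, with at most 30% in a related deaminase screen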;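 further: plate controls were A3A with DMSO for no effect and wells lacking A3A enzyme for full effect; some results filed as inactive read as strong as hits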
Target sequence (P31941 whole entry, looked up): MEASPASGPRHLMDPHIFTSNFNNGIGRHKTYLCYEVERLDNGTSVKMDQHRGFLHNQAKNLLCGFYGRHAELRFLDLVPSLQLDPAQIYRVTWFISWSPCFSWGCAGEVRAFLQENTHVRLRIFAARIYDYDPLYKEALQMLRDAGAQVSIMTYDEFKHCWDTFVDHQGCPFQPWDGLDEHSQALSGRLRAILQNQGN
hIAP block – human IAP inhibitors, primary screen, biochemical, luminescence, uHTS; Intestinal-type alkaline phosphatase (Homo sapiens), P09923; purified IAP, CDP-Star luminescence, 30 min; inhibition, % at 10 µM; 0.12% of 330,000 active; AID 2544, 2010;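 active means inhibition reaching a set limit with compound at 10 µM in the primary screen, cut at about 35% in these data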;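 further: plate controls were DMSO wells with enzyme for no effect and no-enzyme buffer wells for full effect; values of inactives mirror those of a sister screen read the other way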
* = called active by the depositor; x = no result given.

Below each SMILES: APOBEC3A inh | hIAP activ | ATG4B inh | PfGluPho inh | HKDC1 inh | hIAP block | mIAP activ | mIAP inh
- CCCc1c(O)nc(SCC(=O)NCCc2ccc(OC)c(OC)c2)[nH]c1=O
→ -4 | 1.2 | -8 | -9 | -1 | -16 | 0.96 | 4
- Cc1cc(=O)c2cc(Br)ccc2[nH]1
→ -3 | 0.99 | -4 | -3 | -5 | 1 | 0.98 | 2
- CSc1ccc(CNC(=O)C(C)n2nc(C)c3c(C)n(-c4ccccc4)nc3c2=O)cc1 (stereo not given)
→ -6 | 0.99 | -3 | 7 | -4 | 1 | 1 | -2
- COc1cc(-c2nnc(SCc3ccccc3Cl)o2)cc(OC)c1OC
→ 3 | 1.1 | -1 | 13 | 3 | -6 | 1 | -3
- O=C(NCCc1ccc(Cl)cc1)c1cc(=O)[nH]c2ccccc12
→ 4 | 1.1 | -3 | -1 | -6 | -9 | 1 | -4
- CCOc1ccc(NC(=O)CN(C)C(=O)c2ccc(N3CCCC3)c([N+](=O)[O-])c2)cc1OCC
→ 0 | 1.3 | -6 | -22 | 2 | -30 | 0.91 | 9
- COc1cccc(NC(=S)N(CCCN2CCCC2)Cc2cccn2Cc2ccc(Cl)cc2)c1
→ 5 | 1 | -5 | 6 | 1 | -5 | 1 | -3
- CC(=O)N/N=C(\C)c1cccc(NC(=O)c2cccs2)c1
→ -1 | 1 | 2 | -5 | -9 | -2 | 1.1 | -12
- CC(C)(C)NC(=O)C1CCN(S(=O)(=O)c2ccc(Br)cc2)CC1
→ 2 | 1 | -12 | -1 | -2 | -4 | 1 | -1
- Cc1ccc(-c2nn(-c3ccc(F)cc3)cc2C(=O)NCC(c2cccs2)N2CCOCC2)cc1 (stereo not given)
→ 0 | 0.94 | -4 | 15 | 0 | 6 | 1.2 | -24
- CCO[C@H]1OC(C(=O)NCc2nc3ccccc3[nH]2)=C[C@@H](C2CCCCC2)[C@@H]1CCCO
→ 4 | 1.1 | -17 | 5 | 3 | -15 | 1.2 | -24
- CCC(=O)NNC(=O)CSc1nnc(-c2ccccc2)c(-c2ccccc2)n1
→ -2 | 0.86 | -3 | -11 | -2 | 14 | 0.94 | 6
- O=C(Nc1ccc([N+](=O)[O-])cc1)C1(c2ccccc2)CCOCC1
→ -1 | 0.99 | -12 | 10 | -11 | 1 | 0.95 | 5
- CC(C)Cc1nnc(NC(=O)CCC(=O)NCc2ccccc2Cl)s1
→ -3 | 0.94 | -6 | -8 | -7 | 6 | 0.91 | 9
- CCc1nc2c(c(=O)c3ccccc3n2C)c(=O)n1CCc1ccc(OC)cc1
→ -1 | 1 | x | x | x | -5 | 0.91 | 9
- COc1ccc(NC(=O)CCNS(=O)(=O)c2cccc3nonc23)cc1Cl
→ 0 | 1 | -1 | 10 | -3 | 0 | 0.97 | 2
- O=C(CCCNC(=O)c1ccc(Cl)cc1)Nc1ccc(S(=O)(=O)Nc2ncccn2)cc1
→ 4 | 1.1 | -3 | -13 | -2 | -8 | 1 | -4
- Clc1cccc(N2CCN(c3ncnc4nc[nH]c34)CC2)c1
→ -5 | 1.6 | -4 | 8 | -9 | -64 | 0.92 | 8
- O=C(CC1C(=O)NCCN1CC1CCCCC1)NCc1ccc(F)cc1F (stereo not given)
→ 1 | 0.98 | 2 | -9 | -8 | 2 | 1 | -4
- CC1(C)O[C@@H]2[C@H](O1)[C@@H](COS(=O)(=O)O)O[C@H]2n1cnc2c(N)ncnc21
→ 0 | 1.1 | x | x | x | -9 | 1 | -4

Another view of 2 compounds above:
compound	APOBEC3A inh	hIAP activ	ATG4B inh	PfGluPho inh	HKDC1 inh	hIAP block	mIAP activ	mIAP inh
O=C(CC1C(=O)NCCN1CC1CCCCC1)NCc1ccc(F)cc1F (stereo not given)	1	0.98	2	-9	-8	2	1	-4
CC1(C)O[C@@H]2[C@H](O1)[C@@H](COS(=O)(=O)O)O[C@H]2n1cnc2c(N)ncnc21	0	1.1	x	x	x	-9	1	-4

The listing continues:
Below each SMILES: APOBEC3A inh | hIAP activ | ATG4B inh | PfGluPho inh | HKDC1 inh | hIAP block | mIAP activ | mIAP inh
- O=C(N/N=C(\CC(=O)c1cccs1)C(F)(F)F)c1ccncc1
→ -3 | 1.4 | 5 | -16 | -7 | -38 | 0.73 | 27
- COC(=O)c1cc(-c2cc(OC)ccc2OC)nc2c1c(=O)n(C)c(=O)n2Cc1ccccc1
→ -5 | 1 | -4 | 5 | -1 | 0 | 0.99 | 0
- Cc1cccc(OCc2nnc(SCC(=O)Nc3cc(C)on3)n2C)c1
→ 0 | 0.92 | 7 | -8 | -8 | 8 | 0.95 | 5
- O=C(Nc1ccc(S(=O)(=O)N2CCCCC2)cc1)c1ccc(=O)[nH]c1
→ 0 | 0.98 | -4 | 2 | 0 | 2 | 1 | -2
- CC1CCC(C(C)C)C(OP(=O)(c2ccc(N(C)C)cc2)C(O)c2cccnc2)C1 (stereo not given)
→ -2 | 0.9 | x | x | x | 10 | 0.97 | 3
- O=S(=O)(NC1CCCCC1)c1ccc(Cl)s1
→ -3 | 1.2 | -2 | -15 | -3 | -18 | 1.1 | -6
- Cc1nc(-c2ccccc2)sc1-c1ccnn1C
→ 2 | 0.98 | -5 | 21 | -6 | 2 | 0.96 | 4
- Cc1ccc(CNC(=O)c2ccc(N3CCC4(CC3)CC(c3ccccc3)=NO4)c(NC(=O)c3cccc(C)c3)c2)cc1
→ -1 | 1 | 5 | -6 | -1 | -3 | 1.2 | -19
- COc1ccc(C(=O)NCC(=O)N/N=C/C(C)=C/c2ccccc2)cc1OC
→ 3 | 0.96 | -6 | 0 | -6 | 4 | 0.95 | 5
- COc1ccc(S(=O)(=O)NC2CC3CCC2C3)cc1Cl (stereo not given)
→ 1 | 0.92 | -3 | -15 | -5 | 8 | 0.96 | 4
- CCOc1ccc(-c2[nH]ncc2Oc2ccccc2OCC)c(O)c1
→ -4 | 1.7 | 3 | -11 | -6 | -66 | 0.97 | 3
- Cc1cc(NC(=O)CCSc2ccccc2)ccc1Br
→ 0 | 0.95 | -6 | 9 | -1 | 5 | 1.5 | -49
- Cc1n[nH]c(=S)n1/N=C/c1ccc(OCc2ccc(Cl)cc2Cl)cc1
→ -7 | 1.2 | 10 | 30 | -9 | -17 | 0.96 | 4
- Cn1c(=O)c(C(=O)CCl)c(N)n(CC2CC2)c1=O
→ -1 | 1 | 2 | -11 | -3 | -2 | 0.95 | 5
- CCOc1ccc(NC(=S)N(CCc2ccncc2)C(C)C)cc1
→ 2 | 0.97 | 9 | -9 | 18 | 3 | 0.94 | 6
- CN(C)CCCNC(=O)c1cc2sc3ccccc3c2s1
→ -2 | 1.1 | -11 | 11 | -8 | -9 | 1.1 | -7
- O=C(C1CCC1)N1CCC(c2nc3c(nnn3Cc3c(F)cccc3Cl)c(=O)[nH]2)CC1
→ 2 | 1 | -20 | 10 | 5 | -2 | 1 | -1
- Cc1nn(CC(=O)NCc2cc3ccccc3[nH]2)c(C)c1[N+](=O)[O-]
→ 1 | 1.1 | 3 | 13 | -7 | -5 | 0.93 | 7
- CCOc1ccc(NC(=O)CN(C)C(=O)CN2C(=O)c3ccc([N+](=O)[O-])cc3C2=O)cc1OCC
→ -2 | 1.1 | -5 | 9 | -4 | -12 | 1 | -1
- CC(C)C[C@H](NC(=O)NCc1ccc(F)cc1)C(=O)O
→ -3 | 0.95 | 0 | -6 | -7 | 5 | 0.98 | 2
- Nc1cnc(CNc2ccccc2Cl)cn1
→ -2 | 1.2 | -7 | -4 | -4 | -15 | 1 | -1
- O=C(COc1ccc([N+](=O)[O-])cc1)Nc1ccc(N2CCCC2)cc1
→ -1 | 1.1 | 16 | 19 | -13 | -12 | 1 | -1
- N#Cc1c(SCC(N)=O)nsc1SCc1ccccc1Cl
→ -5 | 0.86 | 24 | -27 | -2 | 14 | 0.78 | 22
- O=[N+]([O-])c1ccc2[nH]c(O)c(N=NC3CS(=O)(=O)CC3O)c2c1 (stereo not given)
→ -5 | 0.78 | -7 | -5 | 4 | 22 | 0.94 | 6
- COc1ccc(NC(=O)C/C(C)=N/NC(=O)c2cnccn2)cc1Cl
→ 0 | 1.4 | 1 | -9 | 4 | -43 | 0.99 | 1
- Cn1c2c(c3ccccc31)CCN=C2c1ccccc1
→ 0 | 0.79 | 1 | -1 | -8 | 21 | 0.92 | 8
- O=C(CCN1CCCCC1)NCC1OCCc2ccccc21 (stereo not given)
→ 3 | 1.1 | -2 | -6 | -1 | -12 | 0.96 | 4
- CS(=O)(=O)c1ccc(C(=O)Nc2cccc(-c3nc4ccccc4[nH]3)c2)cc1
→ -4 | 0.66 | -16 | 15 | -1 | 34 | 0.96 | 4
- CC1CN(C(=O)C2(C)CC2(Br)Br)CC(C)O1 (stereo not given)
→ -1 | 1 | -2 | 7 | -6 | -1 | 1.1 | -5
- O=C(c1ccccc1Cl)N1N=C(c2ccc(Br)cc2)CC1c1nc2ccccc2[nH]1 (stereo not given)
→ 0 | 1 | -4 | -1 | 3 | -3 | 0.9 | 10
- CN(C)N1C(N)=C(C#N)C(c2cccc(Cl)c2)C2=C1CCCC2=O (stereo not given)
→ -1 | 1.1 | 1 | 5 | 2 | -11 | 0.91 | 9
- COc1cccc(-c2cc(C(=O)N3CCN(c4ccc(F)cc4)CC3)no2)c1
→ -4 | 0.93 | 4 | -16 | -2 | 8 | 0.96 | 4
- COC(=O)CSc1nc2sccc2c(=O)n1-c1ccccc1
→ -1 | 0.95 | 8 | 0 | -2 | 5 | 0.99 | 0
- O=C(Cn1nc(-c2ccccc2)ccc1=O)Nc1ccc(NC(=O)c2ccccn2)cc1
→ -1 | 1.1 | 4 | -10 | -2 | -5 | 1.1 | -6
- O=C(O)C1CCCCC1C(=O)N1CCCC1 (stereo not given)
→ 1 | 1 | 0 | -11 | -6 | -4 | 1 | 0
- COc1ccccc1C1CC(c2ccco2)=NN1S(C)(=O)=O (stereo not given)
→ 0 | 1.1 | 7 | -9 | -2 | -8 | 1.1 | -9
- CCOC(=O)CC(=O)CSc1nc(N)c(C#N)c(-c2ccc(F)cc2)c1C#N
→ -1 | 0.85 | -12 | -19 | -7 | 15 | 0.81 | 19
- Cc1onc(-c2ccccc2Cl)c1C(=O)OCC(=O)Nc1ccc2c(c1)OCO2
→ -1 | 1.2 | -1 | -7 | 2 | -21 | 1.1 | -8
- O=C1/C(=C\c2cccnc2)SC(=S)N1C1CCS(=O)(=O)C1 (stereo not given)
→ -2 | 0.79 | 2 | 7 | -9 | 21 | 0.95 | 5
- COc1cc(Cl)c(S(=O)(=O)NCCCn2ccnc2)cc1Cl
→ -5 | 0.94 | 8 | -3 | -7 | 6 | 0.95 | 5
- CCOC(=O)Cc1nnc(Nc2cc(C)ccc2C)c2ccccc12
→ 3 | 1.1 | -3 | 9 | -8 | -8 | 0.97 | 3
- COc1cccc(OC)c1C(=O)Nc1ccc(Cc2ccncc2)cc1
→ 0 | 1.1 | -2 | 11 | -7 | -7 | 0.99 | 1
- COc1ccc(NS(=O)(=O)c2cc(C(=O)O)ccc2C)cc1
→ -2 | 1.2 | -3 | 6 | 2 | -16 | 1.1 | -14
